Mtb RmlCD inh = inhibitors of Mycobacterium tuberculosis RmlC and RmlD coupled enzymes; P9WH09+P9WH11; RmlC+RmlD coupled enzyme assay, percent inhibition; primary screen in compound mixtures; inhibition, % at 3.6 µM; 160,000 compounds, 0.03% hits; AID 1533; in the data active = inhibition mostly above about 34%, no sharp cut-off; inconclusive = no clear call, values can overlap the other calls; inactive = mostly below about 22%; also: some results filed as inactive read as strong as hits
Target sequence (P9WH09 whole entry, looked up): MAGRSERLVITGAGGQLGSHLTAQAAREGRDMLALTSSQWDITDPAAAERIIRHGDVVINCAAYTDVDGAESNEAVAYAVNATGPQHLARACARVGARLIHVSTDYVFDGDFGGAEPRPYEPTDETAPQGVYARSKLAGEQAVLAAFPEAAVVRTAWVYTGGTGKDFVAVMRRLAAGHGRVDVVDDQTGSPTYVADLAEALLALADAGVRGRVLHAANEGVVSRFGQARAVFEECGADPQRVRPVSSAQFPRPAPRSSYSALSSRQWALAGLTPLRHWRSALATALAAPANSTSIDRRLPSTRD
Target sequence (P9WH11 whole entry, looked up): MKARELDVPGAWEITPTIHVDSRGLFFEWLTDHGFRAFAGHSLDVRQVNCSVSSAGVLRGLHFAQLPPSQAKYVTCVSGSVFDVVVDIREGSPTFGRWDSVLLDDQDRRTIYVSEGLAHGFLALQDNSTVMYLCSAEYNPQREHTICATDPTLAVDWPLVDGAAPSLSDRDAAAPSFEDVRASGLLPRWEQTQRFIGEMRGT
M. tuberculosis GlmU = inhibition of mycobacterial GlmU enzyme – biochemical, glucosamine-1-phosphate acetyltransferase (AID 1376); M. tuberculosis GlmU acetyltransferase enzyme assay; higher % means a stronger effect; inhibition, %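 (tested at 30 µM in the primary screen)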, or IC50 in µM where a hit was titrated; 220,000 compounds, 0.25% hits; in the data active = inhibition above about 13%; inconclusive = no clear call, values can overlap the other calls;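 also: 0% = complete reaction with vehicle and 100% = reaction without substrate; strong numbers were not always called active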
Active calls of the source: *; u = inconclusive; x = not tested or not shown. Only part of the results is shown (hit frequency here may not be typical).

Structure | M. tuberculosis GlmU | Mtb RmlCD inh
O=C(NCc1ccc(Cl)cc1)c1ccc(-n2cccn2)nc1 | 6.0% | -10
COc1c(Cl)cc(C(=O)Nc2ccccc2-c2ccccc2)cc1Cl | x | -14
Cc1nc2sc3c(c2c2nnc(SCC(=O)NCc4ccco4)n12)CCCC3 | -1.5% | -2
O=C1c2ccsc2SCCN1Cc1cccc(Cl)c1 | 8.3% | x
Cc1cccc2cc(C(c3nnnn3CC3CCCO3)N3CCCC4(CCCCC4)C3)c(=O)[nH]c12 (stereo unspecified) | 5.5% | x
O=CN1CCCN(Cc2nc(Cc3ccccc3F)no2)CC1 | 7.5% | 13
COc1ccc(C(=O)Cc2cc(OC)c(OC)cc2C(=O)c2ccccc2F)cc1OC | -0.4% | -14
O=C1CSC(c2cn(-c3ccccc3)nc2-c2cc3ccccc3oc2=O)N1Cc1cccnc1 (stereo unspecified) | -2.5% | x
Cc1ccc(N2C(=O)CSC2c2c(F)cccc2Cl)cc1 (stereo unspecified) | 5.1% | x
NC(=O)C1CCN(C(=O)c2cc3ccccn3n2)CC1 | -3.2% | 10
COc1ccc(-c2ccc(S(=O)(=O)N3CCCC3)cc2)cc1 | -0.7% | -8
COc1ccc2[nH]c(C)c(C(=O)CN3CCN(C(=O)c4ccco4)CC3)c2c1 | -3.2% | 7
CCOC(=O)COc1cccc2c(=O)n(CC(=O)NCc3ccccc3)ccc12 | 4.8% | -4
Cc1ccc(S(=O)(=O)N2CCCCC2)cc1NC(=O)COC(=O)Cc1c(F)cccc1Cl | -4.7% | -3
O=[N+]([O-])c1ccc2cn(-c3ccccc3)nc2c1 | -3.7% | -9
COc1ccc(-c2noc(CSc3nnc(Cc4ccccc4)n3-c3cccc(C)c3)n2)cc1OC | -1.7% | -1
COc1ccc(-c2cc(C(F)(F)F)n3nc(C(=O)NCc4ccco4)c(Cl)c3n2)cc1 | 1.5% | x
Nc1ccc(S(=O)(=O)NC(=O)c2ccccc2)cc1 | -3.7% | x
CC(=O)Nc1cccc(OCCCNC(=O)c2cccc3ccccc23)c1 | -1.8% | -3
CCN(CC)c1ccc(NC(=O)c2ccc(Br)o2)c(C)c1 | 5.0% | -9
CC1=C(C(N)=O)C(c2ccncc2)n2nc(-c3ccccc3Cl)nc2N1 (stereo unspecified) | -0.9% | x
CCOC(=O)c1cc(C#N)c(SCc2cccc3ccccc23)nc1C | -0.7% | x
COc1ccc(N(CC(=O)NCCC2=CCCCC2)S(=O)(=O)c2ccc(C)cc2)cc1 | -1.7% | 2
CC(C)(C)c1ccc(OCC(=O)N/N=C/C2CC=CCC2)cc1 (stereo unspecified) | -7.5% | 4
CCCc1noc2c1C(c1cc(Br)ccc1F)C(C#N)=C(N)N2 (stereo unspecified) | -1.7% | 8

A few values from the list:
O=[N+]([O-])c1ccc2cn(-c3ccccc3)nc2c1 | M. tuberculosis GlmU: -3.7%
COc1ccc2[nH]c(C)c(C(=O)CN3CCN(C(=O)c4ccco4)CC3)c2c1 | M. tuberculosis GlmU: -3.2%

Next compounds:
Structure | M. tuberculosis GlmU | Mtb RmlCD inh
CCOC(=O)c1cc(-c2csc(N/N=C/c3ccccc3Cl)n2)on1 | 0.9% | -5
COc1ccc(NC(=O)C2CCN(S(=O)(=O)c3cccc4cccnc34)CC2)cc1 | 1.5% | x
CS(=O)(=O)N1CCN(c2ccc([N+](=O)[O-])cc2C(F)(F)F)CC1 | 3.8% | x
Cc1ccc(NC(=O)c2cc(NC(=O)CCC(=O)O)ccc2N2CCCCC2)cc1 | 4.3% | x
CC(=O)Nc1ccc(NC2=Nc3ccccc3N3C2=Nc2c(c(C)nn2-c2ccccc2)C3c2ccccc2)cc1 (stereo unspecified) | -6.1% | 12
CC(C)(C)c1ccccc1OCC(=O)Nc1ncn[nH]1 | 3.1% | -3
CCCCn1c(=O)cc(O)c2ccccc21 | -4.1% | x
CCN(CC)C(=O)N1CCN(S(=O)(=O)c2ccc(C)cc2)CC1 | 7.9% | -4
CCOCCCNC(=O)CN1CCN(Cc2ccccc2C)C1=O | -4.1% | -4
COC(=O)C1=C(O)/C(=C\c2sccc2C)N=C1C | 1.2% | x
NC(=O)C1(N2CCCCC2)CCN(Cc2nc(-c3cccs3)no2)CC1 | 0.7% | 16
Cc1cc(C(F)F)n2ncc(C(=O)NCc3ccccc3F)c2n1 | 8.0% | x
COc1ccccc1NC(=O)Oc1cccc(OC(=O)c2ccccc2)c1 | -5.3% | x
Cc1ccc(CC(=O)Nc2cc([N+](=O)[O-])ccc2F)cc1 | 3.2% | 9
Cc1cccc(N/N=C/c2c(O)[nH]c(=S)[nH]c2=O)c1 | -0.5% | x
COC(=O)c1sccc1NC(=O)NC1CCCCC1 | -1.2% | -5
CC(=O)N(Cc1ccc2c(c1)OCO2)C1CC(=O)N(CCc2ccccc2)C1=O (stereo unspecified) | 0.2% | 63
COCC(C)NC(=O)c1cc(-c2ccc(OC)c(OC)c2)on1 (stereo unspecified) | -2.7% | 6
CSC1=NC(NCCCO)c2c(sc3c2CC(C)(C)OC3)N1 (stereo unspecified) | 4.0% | 21
COc1cc2c(cc1OC)C1C(C(=O)Nc3ccccc3N3CCN(C)CC3)c3ccccc3C(=O)N1CC2 (stereo unspecified) | 0.9% | 3
O=C(NNc1nc(Nc2ccccc2)nc(N2CCOCC2)n1)Nc1ccc(Cl)cc1 | -3.1% | 9
O=C(NCc1ccccc1)C(=O)Nc1nccs1 | 3.2% | u
Cc1cccc(Nc2nc(N)nc(CN3CCN(c4ccc(F)cc4)CC3)n2)c1 | -2.6% | 17
Cc1cccc(C(C)C)c1NC(=O)c1ccc(COc2ccc3c(C)cc(=O)oc3c2)cc1 | 8.2% | 6
Cc1cc(NC(=O)CN2CCc3ccccc3C2)nc2c1c(=O)oc1ccccc12 | 3.3% | x
Cc1onc(-c2c(Cl)cccc2Cl)c1/C(N)=N/OC(=O)N(C)C | 2.4% | 62
Cc1cc(=O)[nH]c(SCC(=O)NCC2CCCO2)n1 (stereo unspecified) | -0.7% | -37
Cc1nn(-c2ccccc2)c(Cl)c1/C=N/N1CCN(c2ccccn2)CC1 | -0.5% | -5
N#CC1=C(N)Oc2n[nH]c(-c3ccccc3)c2C12C(=O)Nc1ccccc12 (stereo unspecified) | 3.1% | -7
O=C(N/N=C(/CC(=O)c1cccs1)C(F)(F)F)c1ccc(O)cc1 | 2.3% | -8
Cc1n[nH]c(C)c1Sc1ccccc1N=Cc1cc([N+](=O)[O-])ccc1O | 4.4% | x
COc1ccccc1/C=C/C=N/n1c(-c2ccccn2)n[nH]c1=S | 4.8% | x
CCNC(=O)CSc1nnc(-c2cc(-c3ccc(Cl)cc3)nc3ccccc23)o1 | 2.3% | -6
CC(=O)Nc1ccc(S(=O)(=O)NCCc2ccc(S(N)(=O)=O)cc2)cc1 | -8.0% | x
CC(C)(C)c1cnnn1-c1ccc(C(=O)CCl)cc1 | 0.9% | 4
CC1(C)NC(=O)N(CC(=O)OCC(=O)Nc2cccc(S(N)(=O)=O)c2)C1=O | 3.7% | -8
CCOc1ccc2[nH]cc(C(=O)N3CCN(C4CCCCC4)CC3)c(=O)c2c1 | 1.5% | x
CC(C)(C)OC(=O)NCCCCC1=CC2=CC(=O)C(C)(O)C(=O)C2=CO1 (stereo unspecified) | -0.6% | x
Clc1cncc(Cl)c1N/N=C/c1ccccc1 | -3.0% | 2
CCOC(=O)C1CCN(c2cc(C)nc3cc(-c4cccc(F)c4)nn23)CC1 | 0.5% | x
COc1ccc(C(C[N+](=O)[O-])c2c(-c3ccccc3)cc3ccccn23)cc1OC (stereo unspecified) | x | 10
O=C(CNC(=O)c1cccs1)OCC(=O)c1ccc([N+](=O)[O-])cc1 | -3.4% | -8
CC(C)(C)c1csc(NC2=NS(=O)(=O)c3ccccc32)n1 | -6.2% | -3
CNC(=O)NC(=S)NC(=O)c1ccc(OC)cc1 | -7.5% | x
CCCCCC1(C)NC(=S)N(c2ccccc2)N1 (stereo unspecified) | -0.8% | -7
CCOC(=O)C1C2C=CC(CC2)N1c1ccccc1 (stereo unspecified) | 1.9% | x
COc1ccc(-c2c(C)n([O-])c3c([n+]2=O)CCCC3)cc1 | 2.2% | x
O=C(CCC(=O)Nc1ccc(Oc2ccccc2)cc1)NCCO | -1.8% | -9
COc1cc(C(=O)NCCC(C)C)c([N+](=O)[O-])cc1OC | 1.5% | -8
CCn1nnnc1SCC(=O)Nc1cc(C)on1 | 0.5% | x

Some of the entries above in a different format:
SMILES: COc1ccc(C(C[N+](=O)[O-])c2c(-c3ccccc3)cc3ccccn23)cc1OC (stereo unspecified)
  M. tuberculosis GlmU: x
  Mtb RmlCD inh: 10
SMILES: COc1cc(C(=O)NCCC(C)C)c([N+](=O)[O-])cc1OC
  M. tuberculosis GlmU: 1.5%
  Mtb RmlCD inh: -8
SMILES: Cc1onc(-c2c(Cl)cccc2Cl)c1/C(N)=N/OC(=O)N(C)C
  M. tuberculosis GlmU: 2.4%
  Mtb RmlCD inh: 62

The listing continues:
Structure | M. tuberculosis GlmU | Mtb RmlCD inh
Cc1cc(C)n(-c2nc3ccccc3c(=O)n2OCc2ccc(Cl)cc2)n1 | 1.1% | 2
CCc1ccc(Oc2ncnc(N)c2[N+](=O)[O-])cc1 | -3.5% | 2
COc1ccc(NC(=O)COC(=O)/C=C/c2ccc(OC)c(S(=O)(=O)N3CCOCC3)c2)cc1 | 1.2% | 13
COc1cc(C2C3=C(CC(c4ccco4)CC3=O)Nc3ccccc3N2C(C)=O)cc(OC)c1OC (stereo unspecified) | -1.3% | x
COc1cc2nc(NC(=O)c3ccccc3)[nH]c(=O)c2cc1OC | -3.3% | 50
Cc1cc(C)c2c(-n3cccc3)c(C(=O)NNS(=O)(=O)c3ccc(Cl)cc3)sc2n1 | -4.4% | x
Cc1cc(C)c(OCCNC(=O)c2ccccc2Sc2ccccc2C#N)c(C)c1 | 0.5% | 4
Cc1c(Cl)cccc1NC(=O)CCC(=O)NNC(=O)c1ccco1 | -5.4% | 4
Cc1ccc2c(c1C)NC(C(=O)O)C1CC=CC21 (stereo unspecified) | 13%* | 1
CCOc1ccc(CC(=O)Nc2cccc(-c3ccc4nnc(C)n4n3)c2)cc1 | -3.1% | -11
CCOC(=O)c1c(C)[nH]c(C=O)c1Cc1cccc(Cl)c1 | 3.1% | x
CCCCS(=O)(=O)CC(COc1ccccc1)OC(=O)c1ccccc1 (stereo unspecified) | -0.7% | 14
COc1cccc(CC(NC(C)=O)C(=O)NC2CCN(S(=O)(=O)c3ccc(C)cc3)CC2)c1OC (stereo unspecified) | -0.2% | -8
Fc1cccc(CCN2C(=S)NC[C@@H]2CC2CCCCC2)c1 | 6.4% | -9
O=C(NC1CCCCC1)C(c1ccc2ncccc2c1)N(Cc1ccco1)C(=O)c1ccc2c(c1)OCCO2 (stereo unspecified) | 0.2% | 15
COC(=O)c1ccc2nc(-c3ccc4c(c3)OCO4)cn2c1 | 2.3% | 5
O=C1C(CCS(=O)c2ccccc2)C(=O)N(c2ccccc2)N1c1ccccc1 (stereo unspecified) | 2.7% | x
CCOP(=O)(OCC)C(NC(=O)c1cccc2ccccc12)C(Cl)(Cl)Cl (stereo unspecified) | -2.7% | 15
C[C@H](NC(=O)c1ccccc1)C(=O)Nc1nc(-c2ccccn2)cs1 | 8.7% | -11
CCCC(=O)Nc1c(-c2ccccc2OC)c(=O)c2ccccc2n1C | -2.7% | 10
COc1cccc(CNS(=O)(=O)c2ccc3c(c2)CCN3C(=O)C2CC2)c1 | -1.4% | 1
CCOC(=O)c1c2ccc(OCC(=O)NN)cc2n2ccccc12 | -0.1% | -6
Cc1cccc(NC(=O)CSc2ncnc3c2oc2ccccc23)c1 | -1.6% | -6
COc1ccc(-c2nc(CN3CCN(c4cc(C)nc(C)c4)CC3)c(C)o2)c2ccccc12 | -10% | 5
COc1ccc(C)cc1N(C)C(=O)c1coc(=O)c2ccccc12 | -5.3% | x

A draw from above in order of molar mass, smallest number first.
Structure | M. tuberculosis GlmU | Mtb RmlCD inh
CCOC(=O)c1c2ccc(OCC(=O)NN)cc2n2ccccc12 | -0.1% | -6
Cc1cccc(NC(=O)CSc2ncnc3c2oc2ccccc23)c1 | -1.6% | -6
CCCC(=O)Nc1c(-c2ccccc2OC)c(=O)c2ccccc2n1C | -2.7% | 10
O=C1C(CCS(=O)c2ccccc2)C(=O)N(c2ccccc2)N1c1ccccc1 (stereo unspecified) | 2.7% | x

Additional structures:
Structure | M. tuberculosis GlmU | Mtb RmlCD inh
CC(C)C[C@@H]1NC(=O)N(CCN2CCOCC2)C1=O | -0.9% | 0
O=C(NCCCN1CCOCC1)c1ccc(Br)cc1Br | 4.9% | x
Cc1cc(C)cc(OCC(=O)Nc2ccccc2N2CCCCC2)c1 | -2.2% | x
COc1ccc(CNC(=O)Nc2ccc(C)cc2C)cc1 | -3.7% | 6
CN(Cc1nc2ccccc2c(=O)[nH]1)Cc1nc2ccsc2c(=O)[nH]1 | 3.6% | 1
Cn1c(=O)[nH]c(=O)c2c1nc(CN1CCN(c3ccccc3F)CC1)n2CCCc1ccccc1 | 4.3% | x
